Bioassay records deposited in PubChem by The Scripps Research Institute Molecular Screening Center.
LYPLA2 counter: LYPLA2 (human) inhibition in PME1 counter-screen; hit rate 0.38% among 320,000; recombinant LYPLA2, FP-Rh probe fluorescence polarization; AID 2177; inhibition, % at 5.9 µM; O95372;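 active = inhibition above the screen-wide mean plus 3 SD, limit set per campaign, cut at about 26% in these data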;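 also: 0% = LYPLA2 with DMSO and 100% = wells lacking LYPLA2 enzyme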
PAFAH1B3 FP inh: inhibitors of human PAFAH1B3 | hit rate 0.28% among 340,000 | inhibition, % at 3.39 µM | Q15102 | recombinant PAFAH1B3, FP-rhodamine probe, fluorescence polarization | AID 492972;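 active = inhibition above the screen-wide average of all tested compounds plus 3 SD, cut at about 25% in these data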;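 also: 0% = enzyme with DMSO only and 100% = wells lacking PAFAH1B3 protein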
Target sequence (Q15102 whole entry, looked up): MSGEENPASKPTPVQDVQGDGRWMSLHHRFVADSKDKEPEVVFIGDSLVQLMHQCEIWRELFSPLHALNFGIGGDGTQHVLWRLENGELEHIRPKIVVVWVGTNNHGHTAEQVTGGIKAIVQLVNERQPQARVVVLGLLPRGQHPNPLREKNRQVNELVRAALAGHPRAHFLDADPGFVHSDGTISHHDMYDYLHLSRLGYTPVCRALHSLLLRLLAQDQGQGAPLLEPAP
ZTA counter: counter-screen for EBNA-1 inhibitors: inhibitors of Epstein-Barr virus ZTA; ZTA-DNA binding, fluorescence polarization; hit rate 0.15% among 320,000; AID 2234; inhibition, % at 11 µM; P03206; in the data active = inhibition above about 33%
Target sequence (P03206 whole entry, looked up): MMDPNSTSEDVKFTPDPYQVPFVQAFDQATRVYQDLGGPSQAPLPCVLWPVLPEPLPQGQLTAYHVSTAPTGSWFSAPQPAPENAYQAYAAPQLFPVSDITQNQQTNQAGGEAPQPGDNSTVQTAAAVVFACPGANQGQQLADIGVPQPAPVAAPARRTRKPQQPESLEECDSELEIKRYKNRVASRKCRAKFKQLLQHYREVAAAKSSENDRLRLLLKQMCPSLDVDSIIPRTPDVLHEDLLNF
PREPL inhibitor: inhibitors of human prolyl oligopeptidase-like enzyme PREPL; Q4J6C6; recombinant PREPL, fluorescence polarization activity-based probe; inhibition, % at 5.96 µM; hit rate 0.68% among 320,000; in the data active = inhibition above about 43%;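 also: 0% = enzyme with DMSO and 100% = wells lacking enzyme; many of its hits are not listed in these tables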
LYPLA1 counter: blocks human lysophospholipase 1, a PME1 counter-screen; O75608; recombinant LYPLA1, FP-Rh probe fluorescence polarization; inhibition, % at 5.9 µM; hit rate 0.16% among 320,000; AID 2174;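 active = inhibition above the mean of all tested compounds plus 3 SD, set per campaign, cut at about 14% in these data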;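 also: inhibitors block serine hydrolase probe labeling of LYPLA1 so polarization falls; 0% = enzyme with DMSO and 100% = wells lacking LYPLA1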
PAFAH1B2 FP inh: PAFAH1B2 (human) inhibition. recombinant PAFAH1B2, FP-rhodamine activity probe, fluorescence polarization. hit rate 1.2% among 340,000. AID 492953. inhibition, % at 3.39 µM;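 active = inhibition above the mean of all tested compounds plus 3 SD, cut at about 24% in these data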;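 also: 0% = enzyme with DMSO and 100% = wells lacking PAFAH1B2; many of its hits are not listed in these tables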
PAFAH2 inh: inhibitors of human PAFAH2 | Q99487 | recombinant PAFAH2, FP-rhodamine activity probe, fluorescence polarization | inhibition, % at 3.39 µM | hit rate 0.99% among 340,000 | AID 492956;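 active = inhibition above the mean over all tested compounds plus 3 SD, cut at about 30% in these data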;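 also: inhibitors block probe labeling of enzyme so polarization drops; 0% = enzyme with DMSO and 100% = wells lacking PAFAH2 protein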
EBNA-1 inhibitor: blocks EBNA-1 binding to DNA. EBNA-1 DNA binding, fluorescence polarization. inhibition, % at 14.8 µM. hit rate 0.34% among 300,000. AID 1950; in the data active = inhibition above about 28%
pPAFAH inh: pPAFAH (human) enzyme inhibition | Q13093 | recombinant pPAFAH, FP-rhodamine probe fluorescence polarization | inhibition, % at 3.39 µM | hit rate 1.5% among 330,000;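 active = inhibition above the mean inhibition across the screen plus 3 SD, cut at about 25% in these data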;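 also: inhibitors block binding of the rhodamine activity-based probe so polarization drops; 0% = enzyme with DMSO and 100% = wells lacking pPAFAH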
Target sequence (Q13093 whole entry, looked up): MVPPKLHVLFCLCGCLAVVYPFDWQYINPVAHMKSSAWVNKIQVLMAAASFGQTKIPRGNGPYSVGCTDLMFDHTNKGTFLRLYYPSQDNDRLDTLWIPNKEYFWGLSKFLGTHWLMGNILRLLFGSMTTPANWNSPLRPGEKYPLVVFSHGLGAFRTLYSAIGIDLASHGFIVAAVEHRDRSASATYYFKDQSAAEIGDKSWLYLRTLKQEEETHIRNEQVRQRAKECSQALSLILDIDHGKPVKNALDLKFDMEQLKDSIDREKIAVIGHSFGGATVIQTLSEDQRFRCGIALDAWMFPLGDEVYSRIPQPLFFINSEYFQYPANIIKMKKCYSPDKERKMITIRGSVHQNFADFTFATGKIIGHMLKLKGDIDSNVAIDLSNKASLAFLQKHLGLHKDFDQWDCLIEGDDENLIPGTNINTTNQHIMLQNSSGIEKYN
Numbers without * were called inactive. Only part of the results is shown; count on the stated rates, not on these rows.

`CN(C)c1ccc(N=Nc2ccccc2C(=O)OCC(=O)N2CCCCCC2)cc1` gave LYPLA2 counter 2, PAFAH1B3 FP inh 6, ZTA counter -24, PREPL inhibitor 25, LYPLA1 counter 0, PAFAH1B2 FP inh 4, PAFAH2 inh 0, EBNA-1 inhibitor 13 and pPAFAH inh 10.
CC1CCCN(C(=O)C2CCN(c3ncnc4c3nc3n4CCCCC3)CC2)C1 (configuration not stated) was read as LYPLA2 counter 7, PAFAH1B3 FP inh 2, ZTA counter 1, PREPL inhibitor 2, LYPLA1 counter 2, PAFAH1B2 FP inh 1, PAFAH2 inh 5, EBNA-1 inhibitor -1 and pPAFAH inh 0.
`CN=C(Nc1cc(Cl)ccc1Cl)SC1CC(=O)N(c2ccc(C(=O)OC)cc2)C1=O` (configuration not stated) gave LYPLA2 counter -84, PAFAH1B3 FP inh -6, ZTA counter -12, PREPL inhibitor -5, LYPLA1 counter -46, PAFAH1B2 FP inh 2, PAFAH2 inh -7, EBNA-1 inhibitor -9 and pPAFAH inh -29.
Screening CC(C)=C(NC(=O)c1ccccc1)C(=O)N/N=C/c1ccc(O)cc1 returned LYPLA2 counter -2, PAFAH1B3 FP inh 3, ZTA counter 2, PREPL inhibitor -7, LYPLA1 counter 1, PAFAH1B2 FP inh -5, PAFAH2 inh -4, EBNA-1 inhibitor 2 and pPAFAH inh -2.
`O=C(Oc1cccc2c(O)cccc12)c1ccccc1` gave LYPLA2 counter 8, PAFAH1B3 FP inh 10, ZTA counter -2, PREPL inhibitor 30, LYPLA1 counter -2, PAFAH1B2 FP inh 4, PAFAH2 inh 2, EBNA-1 inhibitor 14 and pPAFAH inh 8.
`CCN(CC)CCN(Cc1cc2cc3c(cc2[nH]c1=O)OCCO3)C(=O)NC1CCCCC1` gave LYPLA2 counter 4, PAFAH1B3 FP inh 5, ZTA counter 12, PREPL inhibitor 6, LYPLA1 counter 3, PAFAH1B2 FP inh 5, PAFAH2 inh -3, EBNA-1 inhibitor -14 and pPAFAH inh 3.
O=C1COC(c2ccccc2)=CN1Cc1ccccc1 was read as LYPLA2 counter -3, PAFAH1B3 FP inh -3, ZTA counter -9, PREPL inhibitor -22, LYPLA1 counter 0, PAFAH1B2 FP inh 14, PAFAH2 inh 9, EBNA-1 inhibitor 5 and pPAFAH inh 3.
CCC(C)(C)NC(=O)c1ccc2c(c1)OCCO2 was read as LYPLA2 counter 2, PAFAH1B3 FP inh 11, ZTA counter 7, PREPL inhibitor -5, LYPLA1 counter 1, PAFAH1B2 FP inh 1, PAFAH2 inh 5, EBNA-1 inhibitor 10 and pPAFAH inh -2.
CN(C)c1ccc(S(=O)(=O)N2CCCCC2)cc1NC(=O)C1CSC2(C)CCC(=O)N12 (configuration not stated) was read as LYPLA2 counter 3, PAFAH1B3 FP inh 2, ZTA counter 6, PREPL inhibitor 5, LYPLA1 counter -3, PAFAH1B2 FP inh 4, PAFAH2 inh 12 and pPAFAH inh 5.
CN1CCN(Cc2cc(=O)oc3cc4c(cc23)CCC4)CC1 was read as LYPLA2 counter 3, PAFAH1B3 FP inh 2, ZTA counter -29, PREPL inhibitor 13, LYPLA1 counter 2, PAFAH1B2 FP inh 7, PAFAH2 inh 0, EBNA-1 inhibitor 1 and pPAFAH inh 37*.
`Cc1cccc(C(=O)NCC(=O)OCC(=O)c2ccc(Br)s2)c1` gave PAFAH1B3 FP inh 5, PREPL inhibitor 20, PAFAH1B2 FP inh 3, PAFAH2 inh 4 and pPAFAH inh -1.
Screening Cc1cccc(C(=O)N(CCc2ccccc2)Cc2ccccc2)c1[N+](=O)[O-] returned LYPLA2 counter -3, PAFAH1B3 FP inh 10, ZTA counter -7, PREPL inhibitor 2, LYPLA1 counter -1, PAFAH1B2 FP inh -3, PAFAH2 inh 1, EBNA-1 inhibitor 4 and pPAFAH inh 2.
Screening COc1cc(OC)c2c(c1)OC(=O)CC2c1ccc(C)cc1 (configuration not stated) returned PAFAH1B3 FP inh 6, PAFAH1B2 FP inh 5, PAFAH2 inh 4 and pPAFAH inh 10.
Cc1nn(CCO)c2ncc(C(=O)c3cc(Cl)ccc3O)cc12 was read as LYPLA2 counter -3, PAFAH1B3 FP inh 12, ZTA counter -11, PREPL inhibitor 2, LYPLA1 counter 0, PAFAH1B2 FP inh 5, PAFAH2 inh -1, EBNA-1 inhibitor -4 and pPAFAH inh 0.
`COc1ccc(N2CCN(CCCNS(=O)(=O)c3c(C)noc3/C=C/N(C)C)CC2)cc1` gave LYPLA2 counter 4, ZTA counter -3, PREPL inhibitor 71*, LYPLA1 counter 1, EBNA-1 inhibitor 6 and pPAFAH inh 7.
`CCCN(CCC)S(=O)(=O)c1ccc(C(=O)Nc2nnc(-c3cccc(OC)c3)o2)cc1` gave LYPLA2 counter 4, PAFAH1B3 FP inh 1, ZTA counter -1, PREPL inhibitor 2, LYPLA1 counter 1, PAFAH1B2 FP inh 0, PAFAH2 inh 1, EBNA-1 inhibitor 11 and pPAFAH inh 3.
Screening O=C(NCCc1ccccc1F)N[C@@H](Cc1ccccc1)C(=O)O returned LYPLA2 counter 6, PAFAH1B3 FP inh -7, ZTA counter -7, PREPL inhibitor 11, LYPLA1 counter -1, PAFAH1B2 FP inh 5, PAFAH2 inh 6, EBNA-1 inhibitor -8 and pPAFAH inh 5.
COc1ccc(OCC(=O)O/N=C(\N)Cc2cccs2)cc1 was read as LYPLA2 counter -5, PAFAH1B3 FP inh 5, ZTA counter -5, PREPL inhibitor -9, LYPLA1 counter 3, PAFAH1B2 FP inh 14, PAFAH2 inh -7, EBNA-1 inhibitor 5 and pPAFAH inh 23.
For CCOC(=O)N1CCC(NC(=O)CCc2nc(-c3ccccc3F)no2)CC1 the results were LYPLA2 counter -5, PAFAH1B3 FP inh 0, ZTA counter 18, PREPL inhibitor 7, LYPLA1 counter -2, PAFAH1B2 FP inh 2, PAFAH2 inh -1, EBNA-1 inhibitor -5 and pPAFAH inh -2.
Screening COc1cccc(CN2CCN(C3CCN(c4ccccc4C)CC3)CC2CCO)c1 (configuration not stated) returned LYPLA2 counter 5, PAFAH1B3 FP inh 14, ZTA counter -11, PREPL inhibitor 11, LYPLA1 counter 2, PAFAH1B2 FP inh 2, PAFAH2 inh 5, EBNA-1 inhibitor 12 and pPAFAH inh -2.
Screening Cc1nnc(SCC(=O)N(C)Cc2ccccc2)[nH]c1=O returned LYPLA2 counter 0, PAFAH1B3 FP inh 8, ZTA counter 0, PREPL inhibitor 8, LYPLA1 counter -1, PAFAH1B2 FP inh 4, PAFAH2 inh 2, EBNA-1 inhibitor -3 and pPAFAH inh 0.
`O=C(NC1(C(F)(F)F)NC(=O)N(Cc2cccnc2)C1=O)c1ccncc1` (configuration not stated) gave LYPLA2 counter 3, PAFAH1B3 FP inh 0, ZTA counter 0, PREPL inhibitor 4, LYPLA1 counter -3, PAFAH1B2 FP inh -7, PAFAH2 inh 1, EBNA-1 inhibitor -12 and pPAFAH inh 0.
For COCCCN1CN(S(=O)(=O)c2ccc(Cl)cc2)c2nc3ccccc3nc21 the results were LYPLA2 counter 2, PAFAH1B3 FP inh 8, ZTA counter 9, PREPL inhibitor 11, LYPLA1 counter 6, PAFAH1B2 FP inh 4, PAFAH2 inh 12, EBNA-1 inhibitor 8 and pPAFAH inh 6.
For Cc1c(-c2ccc(Cl)cc2Cl)nc2ccccc2c1C(=O)NCCN1CCOCC1 the results were LYPLA2 counter 3, PAFAH1B3 FP inh -2, ZTA counter -4, PREPL inhibitor -15, LYPLA1 counter 3, PAFAH1B2 FP inh 4, PAFAH2 inh 2, EBNA-1 inhibitor 7 and pPAFAH inh 4.
For CCn1c(CO)nc2c1c(=O)[nH]c(=O)n2Cc1ccccc1 the results were LYPLA2 counter -7, PAFAH1B3 FP inh 6, ZTA counter 2, PREPL inhibitor 4, LYPLA1 counter 1, PAFAH1B2 FP inh 1, PAFAH2 inh 4, EBNA-1 inhibitor -7 and pPAFAH inh 3.
CC1CCCN(S(=O)(=O)c2ccc(NC(=O)CN3C(=O)NC(C)(c4ccccc4)C3=O)cc2)C1 (configuration not stated) was read as LYPLA2 counter -17, PAFAH1B3 FP inh 5, ZTA counter -7, PREPL inhibitor -18, LYPLA1 counter -7, PAFAH1B2 FP inh 4, PAFAH2 inh -3, EBNA-1 inhibitor -17 and pPAFAH inh 3.
For CCn1cc(S(=O)(=O)Nc2cccnc2)cn1 the results were LYPLA2 counter -8, PAFAH1B3 FP inh 3, ZTA counter 4, PREPL inhibitor -3, LYPLA1 counter -2, PAFAH1B2 FP inh -2, PAFAH2 inh -2, EBNA-1 inhibitor 3 and pPAFAH inh 2.
CC(C)COc1ccc(C(=O)NCc2ccco2)cc1 was read as LYPLA2 counter -4, PAFAH1B3 FP inh 3, ZTA counter 15, PREPL inhibitor 10, LYPLA1 counter -2, PAFAH1B2 FP inh -4, PAFAH2 inh -5, EBNA-1 inhibitor 18 and pPAFAH inh 11.
Cc1c2ccccc2nc2c(F)c(N(C)C)c(F)c(F)c12 was read as LYPLA2 counter 6, PAFAH1B3 FP inh 6, ZTA counter -4, PREPL inhibitor 12, LYPLA1 counter 2, PAFAH1B2 FP inh 3, PAFAH2 inh 5, EBNA-1 inhibitor 1 and pPAFAH inh 23.
c1cncc(CSc2nnc3ccc(-c4ccco4)nn23)c1 was read as LYPLA2 counter -13, PAFAH1B3 FP inh 10, ZTA counter 10, PREPL inhibitor -3, LYPLA1 counter 0, PAFAH1B2 FP inh 1, PAFAH2 inh -1, EBNA-1 inhibitor 9 and pPAFAH inh 4.
For COc1cccc(C(C(=O)NC2CCCC2)N(C(=O)c2ccco2)c2ccc(NC(C)=O)cc2)c1OC (configuration not stated) the results were LYPLA2 counter -3, PAFAH1B3 FP inh -4, ZTA counter -2, PREPL inhibitor 8, LYPLA1 counter -5, PAFAH1B2 FP inh 5, PAFAH2 inh 1, EBNA-1 inhibitor -12 and pPAFAH inh -3.
For O=C(CN1CCC(C(=O)c2ccc3c(c2)OCCO3)CC1)Nc1ccccc1F the results were LYPLA2 counter -3, PAFAH1B3 FP inh 8, ZTA counter -13, PREPL inhibitor -6, LYPLA1 counter 3, PAFAH1B2 FP inh 0, PAFAH2 inh -9, EBNA-1 inhibitor -15 and pPAFAH inh -3.
`O=C(Cc1cccs1)NCc1cn2ccccc2n1` gave LYPLA2 counter 2, PAFAH1B3 FP inh 4, ZTA counter 9, PREPL inhibitor -4, LYPLA1 counter 0, PAFAH1B2 FP inh 4, PAFAH2 inh 5, EBNA-1 inhibitor -7 and pPAFAH inh 6.
Screening CC(OC(=O)c1ccccc1NS(=O)(=O)c1cccc(C(F)(F)F)c1)C(=O)N(C)Cc1ccccc1 (configuration not stated) returned LYPLA2 counter -1, PAFAH1B3 FP inh -2, ZTA counter -14, PREPL inhibitor 1, LYPLA1 counter -5, PAFAH1B2 FP inh -1, PAFAH2 inh -6, EBNA-1 inhibitor -7 and pPAFAH inh 0.
For COc1ccc(C2C3=C(CC(C)(C)CC3=O)N(CC(=O)O)C3=C2C(=O)CC(C)(C)C3)cc1OC the results were LYPLA2 counter -4, PAFAH1B3 FP inh 4, ZTA counter -10, PREPL inhibitor 5, LYPLA1 counter 1, PAFAH1B2 FP inh 0, PAFAH2 inh -3, EBNA-1 inhibitor -7 and pPAFAH inh -1.
